# AddAB inh: growth inhibition of E. coli expressing H. pylori AddAB, primary screen, AddAB inhibitor project, absorbance. inhibition, % at 11.9 µM. 0.29% of 330,000 active; in the data active means inhibition above about 12%;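 further: 0% = vehicle wells of infected cells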
# HTR5A inv ag: HTR5A inverse agonists in luminescence cell assay, primary screen, counter-screen for OPRM1-OPRD1 heterodimer inverse agonist project, full-deck HTS; AID 504634, 2011; HTR5A cell line, inverse agonism; 5-hydroxytryptamine receptor 5A (Homo sapiens), P47898; inhibition, % at 9.3 µM; 0.083% of 340,000 active; in the data active means inhibition mostly above about 23%, no sharp cut-off; inactive means mostly below about 18%;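 further: 0% = cells with DMSO and 100% = no-cell wells with DMSO; some compounds called inactive have numbers as strong as hits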
# PfHsp90 yeast 2: growth inhibition of PfHsp90-expressing yeast, primary screen, antimalarial PfHsp90 inhibitor project, S. cerevisiae, BacTiter-Glo luminescence, single point, set 2; BacTiter-Glo ATP, 48 h; yeast lacking PDR1 and PDR3 efflux regulators; inhibition, % at 9.4 µM; 0.32% of 310,000 active; AID 504621, 2011;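 active means every replicate shows inhibition above about 80%, whatever the replicate mean, limit read from the data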;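 further: 0% = DMSO neutral controls and 100% = 20 µM radicicol positive controls; yeast relying on Plasmodium falciparum Hsp90 in place of its own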
# phage Ecoli inh: growth loss of phage-infected E. coli, primary screen, RecBCD inhibitor project, absorbance, with phage, HTS; inhibition, % at 11.9 µM; 0.26% of 360,000 active; in the data active means inhibition above about 11%
# Ecoli viability: E. coli V3065 growth inhibition, primary screen, counter-screen for AddAB inhibitor project, absorbance, OD600 | inhibition, % at 11.9 µM | 18 h | 0.27% of 330,000 active;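 active means inhibition above the campaign's mean inhibition across all tested compounds plus 3 SD, cut at about 9.9% in these data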;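 further: uninfected addAB+ strain grown without phage in ampicillin broth; 0% = DMSO wells and 100% = ciprofloxacin 0.95 µg/ml wells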
# OPRM1-OPRD1 inv: inverse agonists of MOR-DOR heterodimerization, primary screen, cell-based, luminescence | Mu-type opioid receptor (Homo sapiens) + Delta-type opioid receptor (Homo sapiens), … | cell-based MOR-DOR heterodimer luminescence, inverse agonism | 0.21% of 340,000 active | inhibition, % at 9.3 µM; in the data active means inhibition above about 22%, passing the limit was not always enough;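 further: 0% = cells with DMSO and 100% = wells without cells with DMSO; values of inactives mirror those of a sister screen read the other way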
# Target sequence (P35372 whole entry, looked up): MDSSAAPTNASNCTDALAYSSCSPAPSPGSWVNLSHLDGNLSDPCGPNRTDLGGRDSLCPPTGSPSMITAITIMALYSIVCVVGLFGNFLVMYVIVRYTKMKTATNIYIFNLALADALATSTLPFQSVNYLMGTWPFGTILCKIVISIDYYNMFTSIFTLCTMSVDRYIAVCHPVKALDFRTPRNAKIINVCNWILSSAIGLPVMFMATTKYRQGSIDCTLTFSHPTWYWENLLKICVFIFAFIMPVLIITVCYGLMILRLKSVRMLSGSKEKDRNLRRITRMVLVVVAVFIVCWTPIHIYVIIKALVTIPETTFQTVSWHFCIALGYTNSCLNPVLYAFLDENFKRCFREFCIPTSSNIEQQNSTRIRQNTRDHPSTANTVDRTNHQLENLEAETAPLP
# Target sequence (P41143 whole entry, looked up): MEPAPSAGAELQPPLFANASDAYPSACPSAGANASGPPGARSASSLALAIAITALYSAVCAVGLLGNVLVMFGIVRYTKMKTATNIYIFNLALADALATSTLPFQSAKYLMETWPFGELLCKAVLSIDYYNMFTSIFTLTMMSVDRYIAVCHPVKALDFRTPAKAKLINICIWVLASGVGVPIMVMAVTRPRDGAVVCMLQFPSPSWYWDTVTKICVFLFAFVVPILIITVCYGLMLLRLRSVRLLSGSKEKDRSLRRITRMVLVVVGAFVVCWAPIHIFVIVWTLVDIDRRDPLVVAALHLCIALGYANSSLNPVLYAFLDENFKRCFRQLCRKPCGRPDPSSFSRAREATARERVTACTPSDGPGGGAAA
# SUMO Mot1 rescue: yeast Mot1-301 growth rescue at high temperature, primary screen, SUMOylation pathway inhibitor project, S. cerevisiae, ATP luminescence, 38.5C. S. cerevisiae Mot1-301 growth rescue; percent above DMSO median, 100 means doubled. 1% of 320,000 active. AID 2716, 2010. growth rescue, % at 18.8 µM;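 active means every valid replicate shows activation above 250% relative to neutral control wells; inactive means the rest, any valid replicate at or below 250%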;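 further: OY570 slx delta 5 strain wells were the positive control but not used for scaling; some compounds called inactive have numbers as strong as hits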
# DSG3 Ab inh: inhibitors of pemphigus antibody binding to DSG3, primary screen, biochemical, bead-based, flow cytometry, scFv-GFP. DSG3-coupled beads, scFv-anti-DSG3-GFP binding; stronger effect = lower value. AID 588358, 2011. Desmoglein-3 (Homo sapiens), P32926. binding (percent of control), % at 10 µM. 0.48% of 310,000 active;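 active means binding more than 3 SD below its plate's average and above zero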;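 further: hits lower antibody fragment binding to DSG3; some compounds called inactive have numbers as strong as hits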
# PKA-R1A activ: activators of PKA-R1A holoenzyme, primary screen, biochemical, fluorescence polarization, Cy5-IP20, bovine R1A, mouse PKAc. 0.083% of 340,000 active. activation, % at 11.4 µM. PKA-R1A dissociation; scaled: DMSO 0%, 113 µM cGMP 100%. AID 504707, 2011. cAMP-dependent protein kinase type I-alpha regulatory subunit (Bos taurus) + …;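 active means percent activation above the mean of all tested compounds plus 3 SD, cut at about 19% in these data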;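 further: higher means more PKAc released from R1A so a rise in polarization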
# HTR5A ag: HTR5A agonists in luminescence cell assay, primary screen, counter-screen for OPRM1-OPRD1 heterodimer agonist project, full-deck HTS | 5-hydroxytryptamine receptor 5A (Homo sapiens), P47898 | cell-based | activation, % at 9.3 µM | 0.61% of 340,000 active; in the data active means activation mostly above about 9.5%, no sharp cut-off; inactive means mostly below about 7.6%;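 further: 0% = cells with vehicle only and 100% = reference agonist; strong numbers were not always called active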
# OPRM1-OPRD1 ag: agonists of OPRM1-OPRD1 heterodimerization, primary screen, cell-based, luminescence; activation, % at 9.3 µM; cells; 0.3% of 340,000 active; Mu-type opioid receptor (Homo sapiens) + Delta-type opioid receptor (Homo sapiens), …; in the data active means activation above about 18%;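 further: 0% = vehicle-treated cells and 100% = reference agonist; values of inactives mirror those of a sister screen read the other way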
# Starred values were filed as active, the others as inactive; nt = not tested or not shown.
# Screens in order – AddAB inh	HTR5A inv ag	PfHsp90 yeast 2	phage Ecoli inh	Ecoli viability	OPRM1-OPRD1 inv	SUMO Mot1 rescue	DSG3 Ab inh	PKA-R1A activ	HTR5A ag	OPRM1-OPRD1 ag
COCCCNC(=O)Cc1ccccc1OC
→ 1.6	-27	-7	0.6	3.8	12	50	102	-4	-5	-2.2
O=C1CC(c2ccccc2)CC(O)=C1C=NC1CCCCCC1 (centres undefined)
→ 3.5	6	-2	3.4	-0.6	-3	-3	106	-1	-2	0.5
O=C1[C@@H]2Cc3c([nH]c4ccccc34)C(c3ccc(Cl)cc3)N2C(=O)CN1CCO (some centres undefined)
→ 0.6	20	7	0.2	-1.9	2	-1	117	-8	-6	-0.4
CC(=O)C1=C(O)C(=O)N(c2ccccn2)C1c1ccc(C)cc1 (centres undefined)
→ -0.2	18	13	-0.8	-0.4	8	-6	108	-3	-5	-1.6
CCOC(=O)c1ccccc1NC(=O)CSc1nncn1C
→ 0.4	17	nt	2.6	0.7	13	10	108	-4	-4	-2.7
COc1ccc(S(=O)(=O)N2CCN(Cc3cc4c(cc3Br)OCCO4)CC2)cc1
→ nt	-2	49	2.6	nt	8	nt	102	1	-1	-2.1
Cc1ccc(C(=O)c2coc3ccc(O)c(CN4CCN(C)CC4)c23)cc1
→ 1.4	6	nt	3.9	-0.3	-6	-4	100	2	2	1.2
O=S(=O)(c1ccccc1)n1ccc2cccnc21
→ 1.0	6	17	0.3	-2.5	7	-4	nt	16	4	-1.5
COc1ccccc1-n1c(=O)[nH]c2c(C(N)=O)nc(-c3cccnc3)nc21
→ 1.0	-37	24	3.1	-1.6	10	-15	98	3	13	-1.9
O=C(COc1cccc(NC(=O)c2cccs2)c1)c1ccc(F)cc1
→ 2.4	30	18	3.9	2.4	3	-7	118	3	-12	-0.5

# Brought forward from above: three entries, followed by the next part.
# Screens in order – AddAB inh	HTR5A inv ag	PfHsp90 yeast 2	phage Ecoli inh	Ecoli viability	OPRM1-OPRD1 inv	SUMO Mot1 rescue	DSG3 Ab inh	PKA-R1A activ	HTR5A ag	OPRM1-OPRD1 ag
O=S(=O)(c1ccccc1)n1ccc2cccnc21
→ 1.0	6	17	0.3	-2.5	7	-4	nt	16	4	-1.5
COc1ccccc1-n1c(=O)[nH]c2c(C(N)=O)nc(-c3cccnc3)nc21
→ 1.0	-37	24	3.1	-1.6	10	-15	98	3	13	-1.9
O=C(COc1cccc(NC(=O)c2cccs2)c1)c1ccc(F)cc1
→ 2.4	30	18	3.9	2.4	3	-7	118	3	-12	-0.5
CCS/C(N)=N/N=C/c1cc(C)ccc1O
→ -0.5	-22	-2	3.7	0.6	7	nt	106	-9	5	-1.2
Cc1ccc(NC(=O)CNC(=O)c2ccc(C(C)(C)C)cc2)cc1S(=O)(=O)N1CCOCC1
→ -0.6	-9	18	-0.1	-2.8	11	-4	89	-5	2	-2.1
Cc1ccc(NC(=O)COC(=O)Cn2cnc3ccccc32)c([N+](=O)[O-])c1
→ 1.5	-3	4	4.1	-1.4	8	-1	99	-2	1	-1.8
Cn1c(=O)c2c(nc(Br)n2CCc2ccccc2)n(C)c1=O
→ 0.9	10	nt	1.4	-1.3	17	14	99	0	5	-3.6
O=C(CCl)Nc1ccc(-c2ccccc2)cc1
→ 1.9	-50	12	0.9	-1.1	6	282	104	6	8	-1.1
CCOC(=O)C1=C(C)NC(=O)NC1c1ccc(-c2ccccc2F)o1 (centres undefined)
→ 0.8	-27	-66	3.5	-1.4	-11	1	120	3	-1	2.1
O=c1c(Cl)c(Cl)cnn1Cc1nnc(-c2ccc(Cl)cc2)o1
→ nt	1	-127	3.0	nt	0	nt	96	4	-1	0.0
COc1ccc(/C=C2\CCCC3C2=NN(C(=O)CSc2n[nH]c(N)n2)C3c2ccc(OC)cc2)cc1 (centres undefined)
→ -0.2	-24	0	0.8	0.5	13	-8	105	-18	1	-2.7
CN(C)S(=O)(=O)c1cccc(NC(=S)NCCCn2ccnc2)c1
→ 2.0	-33	2	3.5	2.3	2	-4	104	-12	9	-0.4
O=C(CC1S/C(=N/N=C/c2c[nH]c3ccc(OCc4ccccc4)cc23)NC1=O)Nc1ccccc1 (centres undefined)
→ 4.0	-18	2	-1.0	-1.7	2	-12	95	-11	5	-0.3
COc1ccc(C(c2sc3ncnn3c2O)N2CC(C)OC(C)C2)cc1OC (centres undefined)
→ -3.2	-20	-3	1.1	1.9	-3	-5	98	-2	0	0.6
CC12CCC(C(=O)Nc3ccc(Cl)cc3)([C@H](Br)C1=O)C2(C)C (some centres undefined)
→ 0.5	nt	nt	3.8	-1.6	nt	18	97	nt	nt	nt
CCN(c1ccccc1)S(=O)(=O)c1ccc(C(=O)Nc2ccccc2OC)cc1
→ -0.9	9	10	-0.5	-1.1	-8	-12	114	-8	-2	1.7
CC(C)(C)CC(=O)NCc1ccc(F)cc1
→ 0.9	3	-8	2.8	0.3	7	12	100	8	0	-1.2
CCOc1ccc(N(C)C(=O)CCc2nnc3ccc(NCc4ccco4)nn23)cc1
→ 3.4	-7	-10	0.2	-3.0	5	-4	nt	9	-1	-1.0
O=S(=O)(Nc1nc2c(s1)CCCC2)c1ccc2ccccc2c1
→ 0.5	4	-10	2.9	-2.9	-11	19	109	-3	1	1.9
CCOC(=O)c1cncc(C(=O)O)c1
→ 4.4	3	-5	1.7	3.2	1	1	nt	-2	-2	-0.1
CN1CCN(CC(=O)NN2CC(=O)N(c3ccc(F)cc3)CC2=O)CC1
→ 0.0	8	-3	0.9	0.0	21	15	93	-11	2	-4.3
CCOC(=O)NC(=O)CSc1nc2ccc(C)cc2[nH]1
→ 0.3	0	4	2.4	0.5	0	2	103	3	0	0.0
N#Cc1nc(-c2ccco2)oc1NCCN1CCOCC1
→ 2.7	-16	-6	3.0	1.3	16	-9	94	-11	1	-3.0

# Entries of single compounds as entered above.
# Profile of O=S(=O)(c1ccccc1)n1ccc2cccnc21 = AddAB inh = 1.0; HTR5A inv ag = 6; PfHsp90 yeast 2 = 17; phage Ecoli inh = 0.3; Ecoli viability = -2.5; OPRM1-OPRD1 inv = 7; SUMO Mot1 rescue = -4; DSG3 Ab inh = nt; PKA-R1A activ = 16; HTR5A ag = 4; OPRM1-OPRD1 ag = -1.5
# Profile of N#Cc1nc(-c2ccco2)oc1NCCN1CCOCC1 = AddAB inh = 2.7; HTR5A inv ag = -16; PfHsp90 yeast 2 = -6; phage Ecoli inh = 3.0; Ecoli viability = 1.3; OPRM1-OPRD1 inv = 16; SUMO Mot1 rescue = -9; DSG3 Ab inh = 94; PKA-R1A activ = -11; HTR5A ag = 1; OPRM1-OPRD1 ag = -3.0

# Later entries.
structure,AddAB inh,HTR5A inv ag,PfHsp90 yeast 2,phage Ecoli inh,Ecoli viability,OPRM1-OPRD1 inv,SUMO Mot1 rescue,DSG3 Ab inh,PKA-R1A activ,HTR5A ag,OPRM1-OPRD1 ag
O=C(NCc1ccccn1)c1ccc(OC2CCN(Cc3cccs3)CC2)cc1,2.7,-8,-1,-1.6,0.0,2,85,107,-2,3,-0.5
COc1ccc(S(=O)(=O)CCC(=O)N2CC(=O)N(CCc3ccccc3)C(=O)C2)cc1,4.8,-1,-6,1.7,0.4,13,1,101,3,0,-3.0
COC(=O)c1[nH]c2cc(OC)ccc2c1N=CN(C)C,0.8,-1,5,0.9,1.0,17,3,107,-4,4,-3.5
COc1ccc(C2CC(c3ccc4ccccc4c3OC(C)=O)=NN2C(=O)/C=C/c2ccccc2)cc1 (centres undefined),0.4,-30,-19,3.1,-4.2,1,7,93,-3,0,-0.1
COc1ccccc1N1CCN(C(=O)CCNC(=O)Cn2ccc3ccccc3c2=O)CC1,4.5,8,-9,2.5,-0.9,9,23,97,-9,-2,-1.4
Cc1ccc(S(=O)(=O)NC(CC(=O)O)c2ccco2)cc1 (centres undefined),-0.7,-28,3,4.1,-0.8,9,nt,65,1,-1,-1.6
COc1ccc(C2(C(=O)NCCc3ccccc3)CCCC2)cc1OC,1.3,-12,23,nt,0.2,3,72,99,-1,3,-0.6
CN(C)c1nc(Nn2cnnc2)nc(N(C)C)n1,3.3,17,1,0.3,1.2,6,3,100,-8,-2,-1.3
Cc1ccc(S(=O)(=O)NC2(C(F)(F)F)C(=O)Nc3c2c(=O)[nH]c(=O)n3-c2ccccc2)cc1 (centres undefined),1.0,-22,4,1.7,0.3,7,-20,99,0,-5,-1.0
COc1ccc2c(Cl)c(-c3nnc(SCC(N)=O)n3C)sc2c1,-0.2,5,-13,3.8,0.7,-1,-6,97,-6,-2,0.2
O=C(c1nc2ccccc2[nH]1)c1ccccc1[N+](=O)[O-],6.4,4,19,-1.3,3.8,16,6,96,-9,0,-3.1
Oc1ccccc1C1=NN(c2ccccc2)C(c2ccccc2)C1 (centres undefined),-0.2,4,106*,1.4,-3.4,-10,135,92,-14,-1,2.0
CCOc1ncccc1C(=O)NCc1ccc(OC)cc1,2.0,1,-25,nt,-0.8,-2,-11,99,6,0,0.4
COc1cccc(C(C(=O)NC2CCCC2)N(C(=O)c2ccco2)c2ccccc2F)c1OC (centres undefined),3.1,17,2,3.0,1.4,19,198,91,-9,1,-3.0
CCC(C)N(C(=O)c1csnn1)C(C(=O)NCc1ccc(F)cc1)c1ccco1 (centres undefined),2.6,9,nt,1.4,2.0,18,14,104,2,-4,-3.7
O=c1c2ccccc2nc2c3ccccc3c(NCc3ccco3)nn12,0.8,-13,3,5.5,0.5,22,-15,98,-2,5,-5.1
COCCOC(=O)C1=C(N)OC2=C(C(=O)CC(C)(C)C2)C1c1cccnc1 (centres undefined),3.0,17,-20,2.5,1.5,0,-19,98,0,3,0.0
CCOC(=O)c1c(C)n(C)c2ccc(OCC(O)CN3CCN(C)CC3)cc12 (centres undefined),4.0,-5,5,1.4,-1.1,2,-18,107,9,2,-0.4
COCCN(CC(=O)Nc1cccc(C)c1C)C(=O)c1cc2c(s1)CCC2,1.0,-12,0,2.8,-0.5,-1,-13,106,-19,5,0.1
CC1CCCC(NC(=O)CN(C)CC(=O)Nc2ccc(F)cc2)C1C (centres undefined),3.7,9,28,2.1,0.9,13,-11,nt,-7,4,-3.5

# Source: PubChem
